# RT RNaseH block: inhibitors of HIV-1 reverse transcriptase RNase H; P04585; RT-RNase H RNA/DNA duplex cleavage, fluorescence; inhibition, % at 10 µM; 1.9% of 65,000 active; in the data active = inhibition above about 50%
# RmlC RmlD mix: mixture blocks RmlC and RmlD coupled enzyme activity; inhibition, % at 5.5 µM; RmlC/RmlD coupled enzyme inhibition, 384-well mixture HTS; AID 1532; 0.39% of 110,000 active; in the data active = inhibition above about 30%, passing the limit was not always enough; also: strong numbers were not always called active
# Starred values were filed as active, the others as inactive; x = not tested or not shown. Not all compounds are listed; the hit share may differ from the screen's.
SMILES,RT RNaseH block,RmlC RmlD mix
CCC(=O)/C=C1\Sc2ccc(OC)cc2N1CCO,-1,-98
O=C(O)c1ccc2c(c1)N(Cc1ccccc1)C(=O)c1ccccc1S2=O (stereo not given),30,5
CS(=O)(=O)N(Cc1ccc(Cl)cc1)c1ccc(C(=O)NCCC2=CCCCC2)cc1,x,3
O=c1nc2n(c3sc4c(c13)CCC4)Cc1ccccc1-2,-26,x
COc1cc(/C=N/NC(=O)c2cnn3c(C)cc(-c4ccccc4)nc23)ccc1O,x,3
O=C(OC1CCS(=O)(=O)c2sccc21)c1ccccc1 (stereo not given),x,6
S=c1[nH]ncc2ccccc12,-6,4
CCCn1nnc(NC(=O)c2cc(Br)ccc2OC)n1,-19,8
Cc1noc(/C=C/N(C)C)c1S(=O)(=O)N1CCCC(C(=O)NCc2ccc(Cl)cc2)C1 (stereo not given),-9,10
CC(C)(C)c1ccc(C(=O)Nc2nonc2-c2nc3ccccc3[nH]2)cc1,60*,-9
Cn1c(=O)c([N+](=O)[O-])c(NCc2ccccc2)c2ccccc21,x,8
N/C(=N\OC(=O)c1cc(Cl)ccc1Cl)c1cccnc1,x,1
COc1ccc(C(=O)N2CCN(S(=O)(=O)c3ccccc3)CC2)c(OC)c1,-2,-20
CC(C)C(c1nnnn1CCc1ccccc1)N1CCOCC1 (stereo not given),-6,11
COc1ccc(CNC(=O)C(NS(=O)(=O)c2ccc3c(c2)CCCN3C(C)=O)C(C)C)cc1 (stereo not given),-14,-15
COc1ccc(-n2nnnc2SCC(=O)c2cc3ccccc3o2)cc1,-26,-11
CN(C)S(=O)(=O)N1CCN(CC(O)COc2ccc(C(=O)c3ccccc3)cc2)CC1 (stereo not given),-6,14
Cc1ccc(-c2cccc(C(=O)NCCc3ccccc3)n2)c2ccccc12,x,11
Cc1ccc(-n2nc(C)c3c2OC(N)=C(C#N)C3c2ccco2)cc1 (stereo not given),5,x
COc1ccccc1C(=O)Nc1ccc(S(=O)(=O)N2CCOCC2)cc1,-44,-11
Cc1sc(NC(=O)c2cc(-c3ccc(Cl)cc3)nc3ccccc23)c(C(N)=O)c1C,x,6
Cc1nn(C)cc1CNC(=O)Nc1ccc(Br)cc1Cl,-2,-11
O=C1C2CCCN2C(c2ccccc2F)N1c1cccc(Cl)c1 (stereo not given),-27,-11
Cc1ccc(N2C=Nc3ccc(C)c4nc(C)cc2c34)cc1,x,-17
COC(=O)[C@@]1(Cc2ccc(OC)cc2)[C@H]2c3cc(C(=O)N4CCCC4)n(CCn4cc([N+](=O)[O-])nc4C)c3C[C@H]2CN1C(=O)c1ccccc1,x,-4
COc1ccccc1-c1cc(=O)c2c(O)ccc([N+](=O)[O-])c2o1,x,7
CCN(CC)c1ccc2cc(S(=O)(=O)c3ccc(Cl)cc3)c(=O)oc2c1,x,-16
Cc1ccc(C)c(NC(=O)Cn2c([N+](=O)[O-])cnc2C)c1,x,3
Brc1ccc(-c2nn3c(-c4ccco4)nnc3s2)o1,7,-2
O=C(c1cccnc1)N1C2CCC1CC(O)(c1ccc(F)cc1)C2 (stereo not given),-2,3
O=C(NCCN1CCOCC1)c1cc(-c2ccco2)on1,-16,x
C=CCOC(=O)CCC(=O)Nc1cccc2ccccc12,6,-6
COc1ccc(CCn2c(O)c(C=NCCN3CCCCC3)c(=O)[nH]c2=O)cc1OC,x,-6
COc1ccc(OC)c(C2C(C(=O)Nc3cccnc3)=C(C)NC3=C2C(=O)CCC3)c1 (stereo not given),-4,-9
CS(=O)(=O)c1ccc(Cl)c(C(=O)O)c1,3,14
C=CCn1c(CCC(=O)O)ccc1-c1ccc(OC)cc1,-3,-12
COc1ccc(-c2cc(N)n(CCC#N)n2)c(OC)c1,-23,-9
CCOC(=O)C1=C(C)N(CCCC(=O)O)C(=O)NC1c1ccccc1OC(=O)c1cccs1 (stereo not given),x,8
COc1ccc(-c2nnc(SCC(=O)N3CCCCC3)o2)c(OC)c1,1,-1
N#Cc1ccc(-c2ccc(Cl)cc2)nc1SCC(=O)c1cccc(Cl)c1,x,-14
CC(=O)c1cc(-c2ccccc2)n(CCC(=O)NCc2cccs2)c1C,-14,-18
Cc1nnsc1C(=O)NC1CCCCC1,x,4
O=C(Cn1ncc2c(=O)oc3ccccc3c21)NCC1CCCO1 (stereo not given),-27,-8
CC1(C)c2[nH]c3ccccc3c2C[C@H]2C(=O)N(Cc3ccccc3)C(=O)N21,x,-11
c1ccc2c3c([nH]c2c1)-c1[nH]ncc1CC3,-18,-9
CCOC(=O)C1CCN(C(=O)COc2ccc(Cl)cc2Cl)CC1,-7,-11
CC(C)n1nnnc1SCC(=O)NCc1cccs1,-10,10
O=C1CC(SCc2nc3ccccc3[nH]2)C(=O)N1c1ccc(F)cc1 (stereo not given),21,1
CN(C)C(=O)c1ccc2c(c1)n(C)c(=O)n2C,x,6
O=S(=O)(Nc1nc2ccccc2nc1NCC1CCCO1)c1cccs1 (stereo not given),-3,9
COc1ccccc1N1CCN(C(=O)c2cccc(N3C(=O)NC4CC3(C)Oc3ccccc34)c2)CC1 (stereo not given),-12,2
COC(=O)c1[nH]c2cccc(OC)c2c1NC(=O)CCN1CC(C)CC(C)C1 (stereo not given),1,8
O=C(C1CCN(S(=O)(=O)c2cccs2)CC1)N1CCc2ccccc2C1,-15,-6
CSc1nc(NC(C)C)nc(N2CCOCC2)n1,-17,5
COc1cc(C(=O)Nc2nc3ccccc3[nH]2)cc(OC)c1OC,-4,-3
CC(=O)Nc1ccc(Nc2ncnc3c2cnn3-c2cccc(C)c2)cc1,-11,40
O=C(Cn1nnc2ccccc2c1=O)N1CCCc2ccccc21,12,2
COc1cccc(OCC(O)CN(CCO)Cc2ccccc2)c1 (stereo not given),-3,9
COc1ccc(OC)c(C(=O)COC(=O)c2c(OC)cccc2OC)c1,-1,3
Cc1ccc(-c2cc(C(F)(F)F)n3nc(C(=O)N4CCCC4)cc3n2)cc1,-1,x
# (more compounds)
SMILES,RT RNaseH block,RmlC RmlD mix
Cc1oc(-c2ccc(Cl)cc2)cc1-c1nn2c(-c3ccco3)nnc2s1,37,x
COc1ccccc1/C=C/C1=NC(=C\N(C)C)/C(=O)O1,x,15
CCOC(=O)CNC(=O)CSc1ncnc2c1cnn2-c1ccc(OC)cc1,-4,x
CC(=O)Nc1ccc(Cc2ccncc2)cc1,1,-2
O=C1CC(SCCO)C(=O)N1c1ccccc1 (stereo not given),x,6
c1ccc(-c2ccccc2OCCn2cncn2)cc1,-60,2
CCCn1nnnc1SCC(=O)NCc1ccccc1,-2,-6
CCOC(=O)CCn1cc(F)c(=O)n(Cc2ccccc2)c1=O,-50,-77
COc1ccc(/C=C/C(=O)NC(=S)NNC(=O)c2ccco2)cc1,x,5
O=C(CNS(=O)(=O)/C=C/c1ccccc1)OCC(=O)N1CCC(Cc2ccccc2)CC1,x,9
COc1ccc(Cn2nnnc2C(C(C)C)N(Cc2ccco2)Cc2cccs2)cc1 (stereo not given),-2,-7
CCOC(=O)c1sc(NC(=S)NC(=O)CC(C)C)cc1C,x,-7
CC(=O)C1=C(C)N(CC2CC2)C(=O)N[C@H]1c1cccs1,x,-2
CCC1=Nc2ccc(Br)cc2C(c2ccccc2)N1CC(=O)OC (stereo not given),x,-8
CSc1ccccc1C(=O)N1CCN(c2ccc(F)cc2)CC1,x,-6
Clc1ccc2nc(N3CCNCC3)nc(-c3ccccc3)c2c1,-19,6
CCCCCOc1ccc(Cl)cc1CN1CCOCC1,-10,7
Brc1ccc(-c2nc(-c3ccccc3)no2)o1,-22,10
CC1(C)COC(c2cccn2Cc2ccc(F)cc2Cl)=N1,x,61
CCOC(=O)N1CCN(C(=O)c2cccc(NC3=NC4CS(=O)(=O)CC4S3)c2)CC1 (stereo not given),-20,10

# In the list so far, these have an NH in an aromatic ring.
SMILES,RT RNaseH block,RmlC RmlD mix
S=c1[nH]ncc2ccccc12,-6,4
CC(C)(C)c1ccc(C(=O)Nc2nonc2-c2nc3ccccc3[nH]2)cc1,60*,-9
COc1ccc(CCn2c(O)c(C=NCCN3CCCCC3)c(=O)[nH]c2=O)cc1OC,x,-6
CC1(C)c2[nH]c3ccccc3c2C[C@H]2C(=O)N(Cc3ccccc3)C(=O)N21,x,-11
c1ccc2c3c([nH]c2c1)-c1[nH]ncc1CC3,-18,-9
O=C1CC(SCc2nc3ccccc3[nH]2)C(=O)N1c1ccc(F)cc1 (stereo not given),21,1
COC(=O)c1[nH]c2cccc(OC)c2c1NC(=O)CCN1CC(C)CC(C)C1 (stereo not given),1,8
COc1cc(C(=O)Nc2nc3ccccc3[nH]2)cc(OC)c1OC,-4,-3

# (list continues)
SMILES,RT RNaseH block,RmlC RmlD mix
Cc1ccc(C(=O)N2CCN(c3ccc(Cl)cc3)CC2)cc1,2,11
CC1CCc2nc(NCCO)nc(C(F)(F)F)c2C1 (stereo not given),-15,5
Cn1c(SCC(=O)N2CCc3ccccc32)nnc1C1CC1,-4,x
CCC(c1nnnn1CCOC)N1CCN(Cc2ccccc2OC)CC1 (stereo not given),-7,-14
COc1ccc(NC2=NCC(=O)N2Cc2cccs2)cc1,x,11
COc1ccc(-c2nc(CS(=O)CC(=O)NCc3ccc(Cl)cc3)c(C)o2)cc1 (stereo not given),-4,-14
CCCC1=C(C(=O)OCC)C2(C(=O)Nc3ccccc32)C(C#N)=C(N)O1 (stereo not given),-1,5
CCN(C(C)=O)c1cccc2ccccc12,x,15
CCNc1nc(NC(C)(C)C)nc(SC(C(C)=O)C(C)=O)n1,-5,-9
COC(C(=O)Nc1ccc(F)c(F)c1)c1ccccc1 (stereo not given),x,-54
CC1Cc2ccccc2N1C(=O)CN1C(=O)C(=O)N(Cc2ccccc2)C1=O (stereo not given),x,-2
Cc1cc(C)cc(NC(=O)C2CCN(S(=O)(=O)c3c(C)n[nH]c3C)CC2)c1,-8,-13
Nc1cc(N)nc(SCC(=O)N2CCc3ccccc32)n1,x,0
CC(C)Cc1ccc(C(C)C(=O)Nc2nccs2)cc1 (stereo not given),x,-5
O=C(NCC1CCCO1)c1cccc(NC(=O)c2ccco2)c1 (stereo not given),-1,-11
CCOc1cccc(/C(O)=C2/C(=O)C(=O)N(CCOC)C2c2ccco2)c1 (stereo not given),-4,-8
CCCCNc1nc(-c2ccccc2)cc(C(F)(F)F)c1C(N)=O,x,-39
Cc1cc(N2CCN(C(c3ccccc3)c3ccccc3)CC2)n2ncnc2n1,-9,-3
COCn1c(COc2ccccc2)nc2ccccc21,-6,7
CCSc1nnc(NC(=O)Cc2cccc(OC)c2)s1,x,-15
O=P(O)(O)COc1ccccc1P(=O)(c1ccccc1)c1ccccc1,-1,13
COc1cc(CN2CCN(C(=O)COc3ccccc3)CC2)cc(OC)c1OC,-6,-9
COC(=O)CN(c1cc(C(F)(F)F)ccc1Cl)S(C)(=O)=O,-22,-15
O=c1cc(CNCCCO)c2ccccc2[nH]1,6,11
CCCn1c(CN2CCN(C)CC2)nc2ccccc21,x,-11
O=C(OCc1nnc(-c2ccccc2)o1)c1cc(S(=O)(=O)N2CCOCC2)c(Cl)cc1Cl,-36,3
Nn1c(=O)c2ccccc2n2c(SCc3ccccc3)nnc12,-9,8
[O-]/[N+](=C\c1ccc(F)cc1)c1ccccc1,x,-13
CC1=C(C(=O)OCC2CCCO2)C(c2ccccc2)NC(=O)N1 (stereo not given),-18,-19
CC1CCN(S(=O)(=O)c2ccc(Cl)cc2Br)CC1,-16,8
COc1ccc(CCn2c(O)c(C=NCCCO)c(=O)[nH]c2=O)cc1OC,-12,4
Cc1ccc(CCNC(=O)C2CCN(S(=O)(=O)c3cccc4nonc34)CC2)cc1,10,-9
CCCCSc1cnn(-c2ccccc2)c(=O)c1SCCCC,x,-5
Cc1ccc(C(=O)Nc2ncc(C)s2)o1,x,9
O=C(Nc1ccccc1OC(F)F)c1ccc(F)cc1,-14,-8
Cn1cccc1Cc1nnc(SCC(=O)Nc2ccccc2F)n1-c1ccc(F)cc1,-17,7
CCOC(=O)c1c(NC(=O)CSc2nnc(CNc3ccc(OC)cc3)n2C)sc(C)c1C,-24,-7
CCCC(C)C(=O)Nc1nc(C)c(-c2csc(Nc3cc(Cl)ccc3C)n2)s1 (stereo not given),x,-10
O=C(NCc1ccccc1)N1CCN(c2ccc(Cl)c(Cl)c2)CC1,-5,22
O=C(Nc1cc(C(=O)N2CCOCC2)cc(C(=O)N2CCOCC2)c1)c1cc(F)c(F)cc1Cl,-5,-60

# Ordered by heavy-atom count (highest first): part of the list above.
SMILES,RT RNaseH block,RmlC RmlD mix
O=C(Nc1cc(C(=O)N2CCOCC2)cc(C(=O)N2CCOCC2)c1)c1cc(F)c(F)cc1Cl,-5,-60
COc1ccc(CCn2c(O)c(C=NCCCO)c(=O)[nH]c2=O)cc1OC,-12,4
CCCCSc1cnn(-c2ccccc2)c(=O)c1SCCCC,x,-5

# Compound profiles, as listed above. Order of values: RT RNaseH block, RmlC RmlD mix
# COc1cc(CN2CCN(C(=O)COc3ccccc3)CC2)cc(OC)c1OC across the screens: -6, -9
# O=c1cc(CNCCCO)c2ccccc2[nH]1 across the screens: 6, 11
# Cc1ccc(CCNC(=O)C2CCN(S(=O)(=O)c3cccc4nonc34)CC2)cc1 across the screens: 10, -9

# Continuation.
SMILES,RT RNaseH block,RmlC RmlD mix
COc1ccc(-c2cc(=O)[nH][nH]2)cc1OC,x,-8
CC(C)OC(=O)CSc1nc2ccccc2s1,-42,4
COc1cc(OC)c(C2=NOC(C(=O)NCc3ccc4c(c3)OCO4)C2)cc1Cl (stereo not given),-13,-43
CCOc1cc(CN2CCN(c3cccc(C(F)(F)F)c3)CC2)ccc1O,6,-3
COc1ccc2cc(C#N)c(N3CCN(Cc4nnnn4CCC(C)C)CC3)nc2c1,-4,-15
COCCNC(=O)C1CC(c2cccc(OC)c2)=NO1 (stereo not given),-4,6
Cc1ccc2oc(-c3ccccc3)nc2c1,x,-7
CCCOc1ccccc1C1CC(=O)Nc2cc3c(cc21)OCO3 (stereo not given),-57,-68
CCOC(=O)CNC(=O)c1cc(C)oc1C,0,6

# Compound activity as filed in PubChem.
